EPAC2 antag: blocks human EPAC2 exchange factor. EPAC2 GEF exchange of Rap1B-BODIPY-GDP, fluorescence. Potency, µM (series often up to 114 µM), for inactives: top-dose activity, negative = inhibition, usual class: inhibitors. 360,000 tested, 0.18% active. AID 720708; note: % is set by controls: 0 for no effect and ±100 for the full control effect; nearly all actives have a fitted effect of over 45% in size; many of its hits are not listed in these tables
aSyn yeast inh: inhibitors of alpha-synuclein toxicity in yeast; Yeast expressing alpha-synuclein, growth rescue, BacTiter-Glo, 24 h; Potency, µM (top dose mostly 46.1 µM), for the others: at the highest dose growth rescue (activation), most hits filed as activators; 370,000 tested, 0.14% active; note: % of control where 0% means no effect; nearly all actives have a fitted effect of over 65% in size
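Readout is rescue of growth in alpha-synuclein-expressing yeast, so inhibitors of toxicity appear as activators. Growth after 24 hr at 30 deg C in galactose medium is quantified by luminescence.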
TDP-43 yeast inh: rescues yeast growth from TDP-43 toxicity. Potency, µM (doses to about 46.1 µM), inactives show top-dose growth rescue (activation), usual class: activators. TDP-43 expressing yeast growth rescue, BacTiter-Glo, 24 h. 410,000 tested, 1.8% active; note: % of control where 0% means no effect; nearly all actives have a fitted effect of over 50% in size
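In this qHTS, compounds that restore growth of yeast expressing TDP-43 appear as activators. Cells (OD600=0.02, galactose medium, raffinose-pregrown) are incubated with compound 24 hr at 30 deg C and growth is quantified by BacTiter-Glo.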
EPAC2 ag: agonists of human EPAC2 (RAPGEF4) | Q8WZA2 | Potency, µM (highest dose often 154 µM), without a hit: at the top dose activation, most hits filed as activators | 360,000 tested, 0.079% active | AID 720711 | EPAC2 activation, biochemical qHTS; response scale: 100% = 6.5 mM cAMP response; note: nearly all actives have a fitted effect of over 50% in size
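Guanine nucleotide exchange by EPAC2 is measured as reduced fluorescence of BODIPY-GDP once it is released from 250 nM Rap1B. Plates are read kinetically for 30 min at room temperature; results are scaled to 6.5 mM cAMP.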
EPAC1 antag: antagonists of human EPAC1; O95398; EPAC1 GEF assay, Rap1b-BODIPY-GDP exchange fluorescence; Potency, µM (titrated, usually from 115 µM), for the others: at the highest dose activity change, negative = inhibition, actives largely listed as inhibitors; 360,000 tested, 0.14% active;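 note: plate controls were vehicle for no effect and positive control for full effect; nearly all actives have a fitted effect of over 50% in size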
FUS suppressor: FUS proteinopathy suppression in yeast | Potency, µM (titrated, usually from 76.6 µM), for the others: at the highest dose growth rescue (activation), usual class: activators | 390,000 tested, 0.24% active | S. cerevisiae FUS-expressing, growth rescue, OD600, 24 h | AID 1347120;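 note: plate controls were DMSO vehicle for no effect and reference control for full effect; nearly all actives have a fitted effect of over 55% in size; some results filed as inactive show a strong effect at the top dose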
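Restored growth of FUS-toxic S. cerevisiae, read as 600 nm absorbance after 24 h at 30C in galactose medium (starting OD 0.005). Controls CP55940 and DMSO.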
EPAC1 agonist: agonists of human EPAC1; EPAC1 agonist qHTS, biochemical assay; response scale: 100% = response to 6.5 mM cAMP; Potency, µM (highest dose often 154 µM), without a hit: at the top dose activation, hits mostly activators; 360,000 tested, 0.073% active; AID 720707; note: nearly all actives have a fitted effect of over 60% in size
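Compounds were pinned as a concentration titration into mixtures of EPAC1 (100 nM), BODIPY-GDP-loaded Rap1B (250 nM) and GDP (50 uM). After 5 min at room temperature, fluorescence was followed for 30 min; activity was scaled to 6.5 mM cAMP.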
PTHR1 agonist: activates the human parathyroid hormone receptor PTHR1. Q03431. HEK293 GP2 PTHR1 cells, GloSensor cAMP luminescence, 1 h. Potency, µM (highest dose often 115 µM), without a hit: at the top dose activation, usual class: activators. 410,000 tested, 0.075% active. AID 743266; note: nearly all actives have a fitted effect of over 55% in size; some results filed as inactive show a strong effect at the top dose; inactives centre near -15; many of its hits are not listed in these tables
Target sequence (Q03431 whole entry, looked up): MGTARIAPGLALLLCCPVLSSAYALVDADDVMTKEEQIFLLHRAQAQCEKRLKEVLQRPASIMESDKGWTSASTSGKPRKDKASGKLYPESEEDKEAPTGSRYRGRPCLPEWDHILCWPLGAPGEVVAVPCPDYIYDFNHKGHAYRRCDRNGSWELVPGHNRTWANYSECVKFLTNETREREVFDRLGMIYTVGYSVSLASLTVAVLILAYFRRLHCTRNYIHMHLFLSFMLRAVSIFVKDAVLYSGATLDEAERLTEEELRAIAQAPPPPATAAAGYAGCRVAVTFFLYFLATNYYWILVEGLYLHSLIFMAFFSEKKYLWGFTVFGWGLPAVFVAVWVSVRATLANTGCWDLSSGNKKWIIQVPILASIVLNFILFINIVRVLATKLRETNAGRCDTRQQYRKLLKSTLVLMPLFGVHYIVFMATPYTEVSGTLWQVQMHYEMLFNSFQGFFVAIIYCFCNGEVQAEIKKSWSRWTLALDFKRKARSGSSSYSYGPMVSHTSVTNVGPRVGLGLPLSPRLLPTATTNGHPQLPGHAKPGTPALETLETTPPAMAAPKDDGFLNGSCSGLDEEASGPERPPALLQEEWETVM
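HEK-293-derived GP2 cells expressing PTHR1 and a GloSensor cAMP reporter, 3,000/well, plated overnight, given luciferin plus IBMX (each 0.5 mM as added) for 1 h at 37 °C, then compound for 1 h at 37 °C. Luminescence was read after 15 min at room temperature.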
* marks the source's active call; other numbers are inactive results; & = joins results of further samples; [ ] = dose if it differs, or a comment. Calls come from the whole dose curve; as a rule, active = well fitted curve in the direction sought with a large enough effect; inconclusive = small, poorly fitted or top-dose-only effect, or another doubt; inactive = no such curve, though single readings can be large; an effect the other way counts as inactive or inconclusive. Potency is the fitted concentration of half-maximal effect. Only part of the results is shown; rates above refer to the full screens.

`CCN(CC)C1CCN(C(=O)c2cc(COc3ccc(-n4cncn4)cc3)on2)C1` (centres undefined) gave EPAC2 antag -6.7%, aSyn yeast inh -2.5%, TDP-43 yeast inh -8.4%, EPAC2 ag 7.6%, EPAC1 antag -11.7%, FUS suppressor 16.3%, EPAC1 agonist -15.3% and PTHR1 agonist inactive.
`CC(=O)N1CCCc2ccc(NS(=O)(=O)c3ccc(C)c(C)c3)cc21` gave EPAC2 antag -6.1%, aSyn yeast inh -1.6%, TDP-43 yeast inh -7.7%&18.6%, EPAC2 ag -1.6%, EPAC1 antag -18.5%, FUS suppressor 5.4%&13.8%, EPAC1 agonist -2.9% and PTHR1 agonist -79.2%[inhibitor].
`O=C(CCc1nc2ccccc2c(=O)[nH]1)Nc1cc(Cl)ccc1N1CCCC1` gave EPAC2 antag 2.8%, aSyn yeast inh -3.9%, TDP-43 yeast inh -25.8%, EPAC2 ag -5.6%, EPAC1 antag 13.8%, EPAC1 agonist 10.0% and PTHR1 agonist -17.2%.
For C[C@H](CO)N1C[C@H](C)[C@@H](CN(C)Cc2ccccc2)OCCCC[C@H](C)Oc2ccc(N(C)C)cc2C1=O the results were EPAC2 antag 7.6%, aSyn yeast inh -5.5%, TDP-43 yeast inh 16.6%, EPAC2 ag -0.5%, EPAC1 antag -8.0%, FUS suppressor -19.8%, EPAC1 agonist 0.0% and PTHR1 agonist -24.0%.
For COC(=O)Nc1ccc(S(=O)(=O)N2c3ccccc3CCC2C)cc1 (centres undefined) the results were EPAC2 antag -10.6%, aSyn yeast inh 0.1%, TDP-43 yeast inh -4.8%, EPAC2 ag 4.2%, EPAC1 antag -9.1%, FUS suppressor -7.9%, EPAC1 agonist inconclusive and PTHR1 agonist -84.2%[inhibitor].
Cc1ccc(-c2cc(-c3n[nH]c(=S)o3)c3ccccc3n2)cc1 was read as EPAC2 antag inconclusive, aSyn yeast inh -13.8%, TDP-43 yeast inh inconclusive, EPAC2 ag -5.1%, EPAC1 antag 4.6%, FUS suppressor -1.1%, EPAC1 agonist 7.9% and PTHR1 agonist -59.8%[inhibitor].
`Cc1ccc(NC(=O)COC(=O)CNC(=O)c2cccc([N+](=O)[O-])c2)cc1S(=O)(=O)N1CCCCCC1` gave EPAC2 antag -1.3%, aSyn yeast inh 2.3%, TDP-43 yeast inh -27.7%, EPAC2 ag 0.8%, EPAC1 antag -24.8%, FUS suppressor inconclusive, EPAC1 agonist -7.4% and PTHR1 agonist -37.7%[inhibitor].
Screening CCN(CC(=O)NC1CCS(=O)(=O)C1)S(=O)(=O)c1ccc2ccccc2c1 (centres undefined) returned EPAC2 antag 6.9%, aSyn yeast inh -2.5%, TDP-43 yeast inh -4.2%, EPAC2 ag -2.0%, EPAC1 antag -1.5%, FUS suppressor -8.2%, EPAC1 agonist -2.2% and PTHR1 agonist inactive.
`CC(=O)c1ccc(NC(=O)CCc2c(C)nn(-c3ccc(N4CCOCC4)nn3)c2C)cc1` gave EPAC2 antag 9.0%, aSyn yeast inh 4.0%, TDP-43 yeast inh inconclusive, EPAC2 ag -0.4%, EPAC1 antag 1.2%, FUS suppressor 12.9%&35.9%, EPAC1 agonist -1.0% and PTHR1 agonist -13.2%&-15.9%.
Cn1c(CN2CCN(CC#N)CC2)c(C#N)c2ccccc21 was read as EPAC2 antag -5.5%, aSyn yeast inh -6.6%, TDP-43 yeast inh -20.9%, EPAC2 ag -2.1%, EPAC1 antag -8.2%, FUS suppressor 46.0%, EPAC1 agonist -0.1% and PTHR1 agonist inactive.
For CC(c1ccccc1)C1CC(=O)N(c2cc(Cl)ccn2)C1=O (centres undefined) the results were EPAC2 antag 4.4%, aSyn yeast inh 1.4%, TDP-43 yeast inh -11.2%, EPAC2 ag -0.7%, EPAC1 antag 27.8%, FUS suppressor 6.1%, EPAC1 agonist -3.2% and PTHR1 agonist -9.1%.
For Cc1n[nH]c(C)c1S(=O)(=O)Nc1ccc2c(c1)OCCO2 the results were EPAC2 antag -1.9%, aSyn yeast inh -9.5%, TDP-43 yeast inh 10.9%, EPAC2 ag 7.0%, EPAC1 antag -7.2%, FUS suppressor -34.1%, EPAC1 agonist 8.7% and PTHR1 agonist inactive.
For Cc1cc2oc(=O)c(CC(=O)NCCCN(C)C)c(C)c2c2occ(C(C)(C)C)c12 the results were EPAC2 antag -6.1%, aSyn yeast inh 0.1%, TDP-43 yeast inh -21.0%, EPAC2 ag 8.2%, EPAC1 antag -3.4%, FUS suppressor 2.9%, EPAC1 agonist 8.5% and PTHR1 agonist inactive.
Nc1ncc(Br)cc1Br was read as EPAC2 antag -17.2%, aSyn yeast inh 0.5%, TDP-43 yeast inh -2.4%, EPAC2 ag 2.9%, EPAC1 antag -28.9%, FUS suppressor 5.9%, EPAC1 agonist -2.2% and PTHR1 agonist inactive.
C=CCOc1ccc(CN(C)C(=O)CNC(=O)c2ccc(-c3ccccc3)cc2)cc1 was read as EPAC2 antag -14.1%, aSyn yeast inh 1.1%, TDP-43 yeast inh inconclusive, EPAC2 ag -8.3%, EPAC1 antag -5.2%, FUS suppressor 9.4%, EPAC1 agonist 0.2% and PTHR1 agonist -31.5%.
Cc1ccc(NC(=O)C2CCCN2C(=O)OCc2ccccc2)c(O)c1 (centres undefined) was read as EPAC2 antag 4.6%, aSyn yeast inh 11.5%, TDP-43 yeast inh 2.1%, EPAC2 ag -2.8%, EPAC1 antag 8.7%, FUS suppressor 12.9%, EPAC1 agonist 3.6% and PTHR1 agonist inactive.
Screening c1ccc(Oc2cc(-n3cncn3)ncn2)cc1 returned EPAC2 antag 17.5%, aSyn yeast inh -2.8%, TDP-43 yeast inh inconclusive, EPAC2 ag -4.0%, EPAC1 antag 15.6%, FUS suppressor 11.8%, EPAC1 agonist -8.3% and PTHR1 agonist -15.9%.
`COc1ccccc1CNC(=O)C1CCC(=O)N1C(C)C` (centres undefined) gave EPAC2 antag 8.0%, aSyn yeast inh 1.8%, TDP-43 yeast inh -8.6%, EPAC2 ag 0.2%, EPAC1 antag 7.9%, FUS suppressor 9.9%, EPAC1 agonist 6.4% and PTHR1 agonist inactive.
Screening COC(=O)C1=C(C)NC2=C(C(=O)CC(c3cccs3)C2)C1c1ccsc1 (centres undefined) returned EPAC2 antag 0.2%, aSyn yeast inh -10.8%, TDP-43 yeast inh -24.8%, EPAC2 ag 1.8%, EPAC1 antag -15.5%, EPAC1 agonist -1.0% and PTHR1 agonist -27.4%.
CC(CNC(=O)Cn1ccc(NC(=O)OCc2ccccc2)nc1=O)c1ccccc1 (centres undefined) was read as EPAC2 antag -3.2%, aSyn yeast inh 0.6%, TDP-43 yeast inh 17.0%, EPAC2 ag -7.2%, EPAC1 antag 3.2%, FUS suppressor -24.2%, EPAC1 agonist -3.6% and PTHR1 agonist inactive.

Continued; it opens with the 3 that closed the last part.
`COc1ccccc1CNC(=O)C1CCC(=O)N1C(C)C` (centres undefined) gave EPAC2 antag 8.0%, aSyn yeast inh 1.8%, TDP-43 yeast inh -8.6%, EPAC2 ag 0.2%, EPAC1 antag 7.9%, FUS suppressor 9.9%, EPAC1 agonist 6.4% and PTHR1 agonist inactive.
Screening COC(=O)C1=C(C)NC2=C(C(=O)CC(c3cccs3)C2)C1c1ccsc1 (centres undefined) returned EPAC2 antag 0.2%, aSyn yeast inh -10.8%, TDP-43 yeast inh -24.8%, EPAC2 ag 1.8%, EPAC1 antag -15.5%, EPAC1 agonist -1.0% and PTHR1 agonist -27.4%.
CC(CNC(=O)Cn1ccc(NC(=O)OCc2ccccc2)nc1=O)c1ccccc1 (centres undefined) was read as EPAC2 antag -3.2%, aSyn yeast inh 0.6%, TDP-43 yeast inh 17.0%, EPAC2 ag -7.2%, EPAC1 antag 3.2%, FUS suppressor -24.2%, EPAC1 agonist -3.6% and PTHR1 agonist inactive.
Screening COc1ccc(CNC(=O)c2cc(C)nn2-c2ccccc2)cc1 returned EPAC2 antag 9.4%, aSyn yeast inh -2.9%, TDP-43 yeast inh -5.9%, EPAC2 ag 10.8%, EPAC1 antag -22.6%, FUS suppressor 28.5%, EPAC1 agonist -3.6% and PTHR1 agonist inactive.
Screening Cc1ccc(C(=O)NCc2ccc3c(c2)CCO3)cc1C returned EPAC2 antag -4.1%, aSyn yeast inh inconclusive, TDP-43 yeast inh -4.3%, EPAC2 ag 7.0%, EPAC1 antag 11.5%, FUS suppressor 10.1%, EPAC1 agonist 1.5% and PTHR1 agonist inactive.
COc1cc(C(=O)NCc2nnc(SCC(=O)NCc3ccco3)o2)cc(OC)c1OC was read as EPAC2 antag 4.6%, aSyn yeast inh -3.0%, TDP-43 yeast inh -5.1%, EPAC2 ag 10.5%, EPAC1 antag -10.6%, FUS suppressor 9.6%, EPAC1 agonist -2.2% and PTHR1 agonist -11.2%.
`O=C(O)c1ccc(CSc2nnnn2-c2ccc(F)cc2)cc1` gave EPAC2 antag -7.4%, aSyn yeast inh 7.6%, TDP-43 yeast inh -14.8%, EPAC2 ag 7.3%, EPAC1 antag 9.4%, FUS suppressor 1.0%, EPAC1 agonist 2.5% and PTHR1 agonist inactive.
For CCOC(=O)C1=NN(C(=O)c2ccccc2)C(O)(c2ccc(C)cc2)C1 (centres undefined) the results were EPAC2 antag 2.1%, aSyn yeast inh 11.5%, TDP-43 yeast inh -22.5%, EPAC2 ag 18.8%, EPAC1 antag -20.6%, FUS suppressor 29.0%, EPAC1 agonist 8.1% and PTHR1 agonist inactive.
CCOc1ccccc1CNC(=O)C1Cc2cc(S(=O)(=O)N3CCCCC3)ccc2N1C(C)=O (centres undefined) was read as EPAC2 antag -3.4%, aSyn yeast inh 7.0%, TDP-43 yeast inh -20.6%, EPAC2 ag -8.1%, EPAC1 antag inconclusive, FUS suppressor inconclusive, EPAC1 agonist -10.4% and PTHR1 agonist -28.0%.
CCOC(=O)c1ccc(N(C(=O)c2cnccn2)C(C(=O)NC2CCCCC2)c2cn(C)nc2C)cc1 (centres undefined) was read as EPAC2 antag 0.6%, TDP-43 yeast inh -9.7%, EPAC2 ag 14.0%, EPAC1 antag 1.4%, FUS suppressor -8.0%, EPAC1 agonist 9.3% and PTHR1 agonist -16.5%.
For Cc1ccccc1Nc1nc(N)nc(COC(=O)CCC(=O)c2ccc(F)cc2)n1 the results were EPAC2 antag -3.4%, aSyn yeast inh -0.8%, TDP-43 yeast inh 4.7%, EPAC2 ag 6.0%, EPAC1 antag 0.9%, FUS suppressor 15.2%, EPAC1 agonist -7.0% and PTHR1 agonist inactive.
